Compound activity: PubChem, Small Molecule Screening Facility, UW Madison
RMI FANCM FP = disruptors of RMI1/RMI2 association with MM2 peptide – biochemical, fluorescence polarization, human, primary screen; RMI core complex with F-MM2 peptide; active compounds read low; FP signal (polarization) at 33 µM; actives 0.58% (n = 70,000); AID 1159607, 2016; in the data active = FP signal below about 40; also: inactives centre near 61; strong numbers were not always called active; unit not given here
The depositor's hits bear a star; & = joins results of further samples. Only part of the results is shown; rates above refer to the full screens.

SMILES	RMI FANCM FP
COc1ccccc1N1CCN(C(=O)CCn2cnc3c([nH]c4ccccc43)c2=O)CC1	63
Cc1cc(NC(=O)CCCN2C(=O)c3cccc4cccc(c34)C2=O)no1	59
COC(=O)c1ccc(NC(=O)CS(=O)(=O)c2cccs2)cc1	170
O=C(CSc1nnnn1-c1ccc(O)cc1)N1CCN(c2ccccc2)CC1	63
O=C(NCc1cccs1)NC1CC(=O)N(c2ccc(Cl)cc2)C1 (centres undefined)	62
CCC(C(=O)Nc1ccc(CN2CCN(c3ccccn3)CC2)cc1)c1ccccc1 (centres undefined)	60
CSc1nc(SC)c(C#N)c(-c2ccco2)n1	84
C=CCSc1nnnn1-c1ccc(O)cc1	55
CC1=Nc2ccccc2NC(C)(C)C1	54&55
Fc1ccc(CSc2ccc3nnc(-c4cccnc4)n3n2)cc1	55
O=C(Cc1csc2nc(-c3ccccc3)cn12)NCc1ccc(Cl)cc1	60
S=C(NCCCN1CCOCC1)N1CC2CCC(CC2)C1	53
CCOc1ccc(C(C)C)cc1S(=O)(=O)Nc1ccc(-c2ccc(N3CCC(C)CC3)nn2)cc1	59
Cc1ccc2[nH]c3c(=O)n(CC(=O)N4CCN(c5ccccn5)CC4)cnc3c2c1	77
O=[N+]([O-])c1ccc(O/N=C\c2ccc(C(F)(F)F)cc2)c([N+](=O)[O-])c1	54

Rewritten field by field: four of the compounds above
COc1ccccc1N1CCN(C(=O)CCn2cnc3c([nH]c4ccccc43)c2=O)CC1
- RMI FANCM FP = 63
O=C(NCc1cccs1)NC1CC(=O)N(c2ccc(Cl)cc2)C1 (centres undefined)
- RMI FANCM FP = 62
C=CCSc1nnnn1-c1ccc(O)cc1
- RMI FANCM FP = 55
COC(=O)c1ccc(NC(=O)CS(=O)(=O)c2cccs2)cc1
- RMI FANCM FP = 170

(further entries)
SMILES	RMI FANCM FP
Fc1ccc(-c2cc3c(SCc4cccc(Cl)c4)nccn3n2)cc1	71
Cc1ccc(C)c(S(=O)(=O)N2C(=S)NC(=O)C2Cc2ccccc2)c1 (centres undefined)	75
O=C(O)CC1(CC(=O)NCc2ccccc2)CCCCC1	65
COc1ccc(OC)c(NC(=O)C(=O)NCC2CCN(C3CCCC3)CC2)c1	77
CCS(=O)(=O)N1CCc2ccc(NS(=O)(=O)CCc3ccccc3)cc2C1	63
CCCC(CCC)C(=O)Nc1ccc(-c2cn3nc(OC)ccc3n2)cc1	126
Cc1ccc(S(=O)(=O)Nc2cccc(-c3ccc4nnc(-c5cccnc5)n4n3)c2)c(C)c1	55&60&77
FC(F)(F)c1cnc(CN2CCSCC2)c(Cl)c1	56
CCCc1c(C(=O)NC2CCN(Cc3ccccc3)CC2)cnn1-c1ccccc1	59
COc1ccc(CCNC(=O)COc2cc(Cl)ccc2Cl)cc1OC	57
CS(=O)(=O)NCCc1ccncc1	56
O=S(=O)(NCCc1csc(-c2cccnc2)n1)c1ccc(Cl)s1	71
CCn1cc(SCC(=O)Nc2nc3ccccc3s2)c2ccccc21	63
Cc1[nH]c(=O)[nH]c(=O)c1CCC(=O)Nc1cc(C(F)(F)F)ccc1Cl	44
Nc1ccc2c(c1)N1CCN=C1S2	55
Cc1noc(C)c1C=O	61
CCOC(=O)c1ccccc1NC(=O)CCCn1nc(-c2ccc(F)cc2)ccc1=O	73
COc1cccc(-c2csc(-n3nc(C)cc3NC(=O)Cc3ccc([N+](=O)[O-])cc3)n2)c1	98
O=C(NCCOc1ccc2nnc(-c3ccccc3)n2n1)Nc1cccs1	70
CC(=O)C1=C(c2ccccc2)c2cc(Cl)ccc2NC1	51
S=C(NCc1cccc(Cl)c1)NC1Cc2ccccc2C1	63
Cc1cc(C)c(C)c(Cn2c(CN3CCOCC3)nc3ccccc32)c1C	59
O=C(NCc1ccccn1)C(=O)NCC(c1cccs1)N1CCc2ccccc21 (centres undefined)	52
CCOC(=O)C1CCN(CC(=O)c2ccc(C)cc2)CC1	64
O=C(NNC(=O)C(F)(F)F)c1ccc[nH]1	44
Cc1cc(C)n(CCN(C(=O)C2CC2)c2nc3c(F)cc(F)cc3s2)n1	67
COC(=O)c1ccc(C(=O)N(CCCN(C)C)c2nc3c(C)cccc3s2)cc1	73
Cn1c(=O)c2ccc(C(=O)NC3CCCC3)cc2n2c(SCC(=O)Nc3ccc(F)cc3)nnc12	122
CCSc1nc(-c2ccccc2)c(NC(=O)c2ccco2)s1	60
O=C(CC1CCCCN1S(=O)(=O)c1cccs1)NCc1cccnc1 (centres undefined)	67
O=c1c2ccccc2n(Cc2nc(-c3ccc(Br)cc3)no2)c(=O)n1CC1CCCO1 (centres undefined)	118
O=S(=O)(c1cc(Cl)ccc1Cl)n1cnc2ccccc21	58
Cc1cc(C)c(C)c(S(=O)(=O)NCc2ccc(C(=O)NCC3CCCO3)cc2)c1C (centres undefined)	77
O=C(CC12CC3CC(CC(C3)C1)C2)Nc1c(F)cccc1F	56
O=C(O)CCC(=O)NC(CO)C(O)c1ccc([N+](=O)[O-])cc1 (centres undefined)	62
CN1CCCc2cc(CCNC(=O)c3ccccc3Cl)ccc21	61
Cc1ccc2cc(NC(=O)c3ccc(Oc4cc(Cl)cc(Cl)c4)o3)ccc2n1	58
CSc1ccc(NC(=O)COc2ccc(Cl)cc2Cl)nn1	83
Cc1ccc(S(=O)(=O)N=Cc2ccco2)cc1	57
Cc1cccc(NC(=O)NNC(=O)c2cccn(Cc3cccc(Cl)c3)c2=O)c1	72
O=C(Nc1nnc(-c2ccc(Br)cc2)o1)c1ccc(S(=O)(=O)N2CCCCCC2)cc1	64
O=C1CSC(=S)N1c1ccccc1	55
CCCC(=O)Nc1ccc(S(=O)(=O)NCCc2ccc3c(c2)CCCN3C)cc1	55
O=c1/c(=C/c2cccc(Oc3ccccc3)c2)sc2ncnn12	57
CN(C)CCCN(C(=O)CN1C(=O)c2ccccc2C1=O)c1nc2ccc(Cl)cc2s1	73
COc1cccc2c1OC1(CCN(C(C)=O)CC1)N1N=C(c3cc(C)ccc3O)CC21 (centres undefined)	58
CC(=O)NC(Nc1ccc(S(N)(=O)=O)cc1)(C(F)(F)F)C(F)(F)F	53
FC(F)(F)COc1ccc(-c2nc(-c3ccc(Cl)cc3)no2)cn1	54
CCOC(=O)O[C@]1(C(=O)OCCl)CC[C@H]2[C@@H]3CCC4=CC(=O)C=C[C@]4(C)[C@H]3[C@@H](O)C[C@@]21C	59
Cc1ccc(S(=O)(=O)c2cn(CC(=O)Nc3ccon3)c3ccccc23)cc1	56
COc1ccc(Cl)c2sc(N3CCCC3)nc12	68
Cc1ccc(S(=O)(=O)Nc2cccc(-c3ccc4nnc(-c5ccncc5)n4n3)c2)cc1	67
c1ccc2cc(Oc3ncnc4sccc34)ccc2c1	72
CCOc1ccc(NC(=O)CSc2ncc(-c3ccccc3)[nH]2)cc1	60
CCCCN1C(=O)CCc2cc(NC(=O)COc3ccccc3OC)ccc21	64
CC(=O)c1cccc(NC(=O)c2cc(Cl)ccc2Cl)c1	55
COc1cccc(C2CC(=O)Nc3sc(C(=O)c4ccco4)c(N)c32)c1 (centres undefined)	64
COc1c(NC(=O)N2CC(C)OC(C)C2)csc1Cl (centres undefined)	54
Cc1ccc(-c2cc(-c3csc(COc4cccc(Cl)c4)n3)on2)cc1C	101
COc1ccc(NC(=O)CCCSc2ccc(NC(C)=O)nn2)cc1OC	62

Other structures follow:
SMILES	RMI FANCM FP
Cc1nn(C2CCS(=O)(=O)C2)c2nc(-c3ccccc3)cc(C(=O)NCC3CCCO3)c12 (centres undefined)	66
CCn1c(C(F)C(F)(F)F)[n+](CC)c2ccccc21 (centres undefined)	63
Cc1ccc(NC(=O)Cn2cccc(-c3nc(-c4ccc(Br)cc4)no3)c2=O)cc1F	130
CCn1ccc(C(=O)Nc2nc3ccc(NC(C)=O)cc3s2)n1	67
Cn1nc2c(c1NC(=O)C1CCCN(S(=O)(=O)c3ccc(Cl)s3)C1)CCC2 (centres undefined)	63
O=C(NCCS(=O)(=O)NCc1cccs1)c1ccccc1	54
C=CCn1c(SCC(=O)Nc2ccc(F)c(Cl)c2)nc2sc3c(c2c1=O)CCC3	84
Cc1ccc(C)c2sc(N(Cc3cccnc3)C(=O)COc3ccccc3F)nc12	69
COc1ccc(CC2CCc3ncc(C)cc3C2)cc1 (centres undefined)	52
COc1ccc(-c2nnc3sc(CN4CCc5ccccc54)cn23)cc1	60
CCC(C(=O)Nc1c(C)nc2scc(C)n2c1=O)c1ccccc1 (centres undefined)	64
COc1cc(OC)c2nc(C)c3c(c2c1)CN(C(=O)Nc1cccc(C(F)(F)F)c1)C3	33
COC(=O)c1ccsc1NC(=O)c1cc(C)n(C)n1	59
CCOC(=O)C1=C(C)NC2=C(C(=O)c3ccccc32)C1c1cccnc1 (centres undefined)	62
CCOc1ccc(-c2cc3c(SCc4cccc(F)c4)nccn3n2)cc1Cl	63

As a short view, part of the list above.
SMILES	RMI FANCM FP
CCC(C(=O)Nc1c(C)nc2scc(C)n2c1=O)c1ccccc1 (centres undefined)	64
COc1cc(OC)c2nc(C)c3c(c2c1)CN(C(=O)Nc1cccc(C(F)(F)F)c1)C3	33
COC(=O)c1ccsc1NC(=O)c1cc(C)n(C)n1	59
CCOC(=O)C1=C(C)NC2=C(C(=O)c3ccccc32)C1c1cccnc1 (centres undefined)	62
CCOc1ccc(-c2cc3c(SCc4cccc(F)c4)nccn3n2)cc1Cl	63

Next section:
SMILES	RMI FANCM FP
O=C(NCCn1ncccc1=O)NC1CCCCC1	62
CCSc1nnc(NC(=O)CSc2ncnc3c2cnn3-c2ccccc2)s1	55
COc1ccc(C(=O)NC2Cc3ccccc3C2)cc1OC	62
c1coc(CNc2ncnc3nc[nH]c23)c1	62&58
Cc1cc(=O)[nH]c(-n2nc(-c3cccs3)cc2NC(=O)c2cccc(C(F)(F)F)c2)n1	63
O=c1c2cc(Cl)ccc2nc2sc(Nc3ccccc3)nn12	117
CCSc1ccc(C(=O)Nc2sc(-c3ccccc3)cc2C(N)=O)cc1	76
Cc1cc(N=CN(C)C)cc(Cl)c1OS(=O)(=O)c1cc(Cl)cc(Cl)c1	55
O=C(CN1C(=O)c2ccccc2C1=O)c1ccc(OC(F)F)cc1	57
CCOC(=O)c1scc(-c2ccccc2)c1S(=O)(=O)Nc1cc(OC)c(OC)c(OC)c1	62
CCS(=O)(=O)Nc1cccc(C2=NN(S(=O)(=O)CC)C(c3ccco3)C2)c1 (centres undefined)	97
O=C(O)CC1C(=O)NCCN1Cc1ccccn1 (centres undefined)	52
O=C(NCCOc1ccc2c(c1)OCO2)c1ccc([N+](=O)[O-])cc1	61
CCOc1ccc(NC(=O)NC23CC4CC(CC(C4)C2)C3)cc1	71
O=C(Cn1c(=O)n(CCCCC(=O)Nc2ccccc2)c(=O)c2ccccc21)NCCc1ccccc1	156

Ordered by SMILES length (largest number first): part of the list above.
SMILES	RMI FANCM FP
O=C(NCCOc1ccc2c(c1)OCO2)c1ccc([N+](=O)[O-])cc1	61
O=c1c2cc(Cl)ccc2nc2sc(Nc3ccccc3)nn12	117
c1coc(CNc2ncnc3nc[nH]c23)c1	62&58

(further entries)
SMILES	RMI FANCM FP
CCCn1c(=O)c2[nH]c(C3CCCC3)nc2n(CCC)c1=O	49&58
CSc1nc2ccccc2n2cccc12	64
COc1ccc(OS(=O)(=O)c2ccc(-c3cc(C(F)(F)F)on3)s2)cc1	61
COc1ccc(-c2csnn2)cc1S(=O)(=O)n1nc(C)cc1C	63
COc1ccc(Cl)cc1-n1c(N)c(C(=O)N2CCCC2)sc1=S	64
O=C(COc1cccc2c1CCN(Cc1ccc(Cl)cc1)C2=O)N1CCC(Cc2ccccc2)CC1	59
O=C(Nc1cccc2nsnc12)c1cc(Cl)ccc1NS(=O)(=O)c1cccc2nsnc12	63
O=S(=O)(N=Cc1c(O)ccc2ccccc12)c1ccc(Cl)cc1	60
COc1cccc(/C=N\n2nnc3c(sc4nc(C)cc(C)c43)c2=O)c1	43
Cc1ccc(S(=O)(=O)NCCN2CCN(c3ccccn3)CC2)cc1C	61
COc1ccc(C)cc1Nc1nc(C(=O)Nc2cccnc2)cs1	63
COc1ccc(-c2ccc(=O)n(CCCC(=O)Nc3ccc(F)c(Cl)c3)n2)cc1OC	64
N/C(=N/OC(=O)Nc1ccccc1)c1ccc(Oc2c(Cl)cncc2Cl)cc1	67
O=C(NNC(=O)c1cc(OCC(F)(F)F)ccc1OCC(F)(F)F)c1cccs1	56
CC(C)(C)c1ccc(C(=O)NC(=S)Nc2nc3c(cc4c5c(cccc53)CC4)s2)cc1	47
O=C(CN1C(=O)CSC1=O)c1ccc(NC(=O)c2ccccc2)cc1	51
COc1cc(C(=O)NN)cc(OC)c1OC	56&59
Cc1ccc(S(=O)(=O)NNC(=O)c2ccncc2)cc1[N+](=O)[O-]	49
Cc1ccc(C(=O)Nc2cnc3ccccc3c2)cc1	58
Cc1ccc(NC(=O)NCCCn2ncccc2=O)c(C)c1	62
CC(C)Cc1nnc(NC(=O)C(Cl)Cl)s1	70
CCN1CCN(CCOc2ccc3cc(-c4ccc(OC)c(OC)c4)c(=O)oc3c2)CC1	69
Cc1oc2c(F)c(F)c(F)c(F)c2c1C#N	58
COc1ccc(NC(=O)Cn2nc(C3CC3)c3cnn(-c4cccc(Cl)c4)c3c2=O)cc1	125
CC1CCCN(S(=O)(=O)c2ccc(C(=O)Nc3ccccc3-c3nc4ccccc4o3)cc2)C1 (centres undefined)	82
Cc1ccc(NC(=O)Cn2nc(C3CC3)c3cnn(-c4ccccc4C)c3c2=O)cc1Cl	72
O=C(c1ccccc1NC(=O)C(Cl)(Cl)Cl)N1CCSCC1	56
O=c1cc(CO)occ1O	58
O=C1OC(=O)C2C3CCC(O3)C12 (centres undefined)	55&59
Cc1[nH]c2ccccc2c1SC(=N)N	63
Cc1cc(NC(=O)CSc2ncnc3c2nnn3-c2cccc(Cl)c2)no1	60
O=c1nc2sc3ccccc3n2c(=O)n1-c1ccccc1	57
